Bioassay records from PubChem.
M1 PAM parental: nonselective calcium activators in parental CHO-K1 cells, primary screen, counter-screen for M1 PAM project, cell-based, Fluo-8 calcium fluorescence, full deck, 1536-well; ATP EC20; 0% at ATP EC20, 100% at ATP max; activation, % at 3 µM; 360,000 compounds, 0.02% hits;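 active = activation above the run cutoff, the mean activation of all test compounds plus 3 SD, cut at about 40% in these data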;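 note: peak over basal fluorescence ratio in a 140 s read after ATP addition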
CHO-K1 Ca antag: nonselective inhibitor or artifact in parental CHO-K1 cells | ATP-induced calcium, Fluo-8 fluorescence | inhibition, % at 3 µM | 360,000 compounds, 0.6% hits | AID 602250;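 active = inhibition above a per-plate cutoff, the plate's mean sample inhibition plus 3 SD, cut at about 24% in these data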;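 note: 0% = DMSO plus EC80 ATP and 100% = DMSO alone without ATP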
TAAR1 antagonist: human TAAR1 antagonists, primary screen, Fluo-8 calcium fluorescence, CHO RD-HGA16 cells; inhibition, % at 3 µM; antagonist; 360,000 compounds, 1.5% hits;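 active = inhibition above a per-plate cutoff, the mean inhibition of test compounds on that plate plus 3 SD, cut at about 49% in these data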;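 note: 0% = DMSO plus EC80 beta-PEA response and 100% = DMSO alone without agonist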
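Test system: CHO RD-HGA16 cells bearing hTAAR1 | Reagent: β-PEA, EC80 | Compound dosing: 3 µM, single point | Schedule: Dye loading 75 min at 37 °C, then 30 min room temperature | Signal: Calcium fluorescence with Fluo-8 | Evaluation: Percent inhibition of PEA-evoked calcium signal, max/basal emission ratio | Control set: DMSO-only wells and EC80 β-PEA-stimulated wells | Repeats: Singlicate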
M1 ag: human M1 muscarinic receptor agonists, primary screen, Fluo-8 calcium fluorescence, CHO-K1 cells, HTS; activation, % at 3 µM; 360,000 compounds, 0.33% hits; CHO-K1 hM1, agonist mode; 0% DMSO, 100% acetylcholine EC100; AID 588814, 2011; Muscarinic acetylcholine receptor M1 (Homo sapiens), P11229;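 active = activation above the run's mean compound activation plus 3 SD, cut at about 16% in these data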;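 note: peak over basal fluorescence ratio within a 140 s kinetic read after compound addition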
Target sequence (P11229 whole entry, looked up): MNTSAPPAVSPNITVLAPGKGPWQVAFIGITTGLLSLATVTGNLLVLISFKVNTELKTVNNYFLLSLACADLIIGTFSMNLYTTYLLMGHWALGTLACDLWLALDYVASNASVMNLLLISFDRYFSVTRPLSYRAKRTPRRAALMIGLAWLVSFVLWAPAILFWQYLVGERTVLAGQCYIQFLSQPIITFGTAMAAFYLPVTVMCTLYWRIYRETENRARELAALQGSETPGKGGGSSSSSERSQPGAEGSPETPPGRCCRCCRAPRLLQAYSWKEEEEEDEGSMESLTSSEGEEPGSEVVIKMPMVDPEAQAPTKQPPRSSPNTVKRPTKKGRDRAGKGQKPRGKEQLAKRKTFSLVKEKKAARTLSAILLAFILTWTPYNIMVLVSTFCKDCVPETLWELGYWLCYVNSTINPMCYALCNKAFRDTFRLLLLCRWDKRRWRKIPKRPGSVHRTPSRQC
M1 ag parental: counter-screen for M1 agonists: effect in parental CHO-K1 cells; AID 602248, 2012; Fluo-8 calcium fluorescence; scaled to maximal ATP response, vehicle zero; activation, % at 3 µM; 360,000 compounds, 0.48% hits; in the data active = activation above about 15%;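 note: untransfected CHO-K1 host cells lacking M1 receptor as counterscreen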
CHO parental Ca: ATP-evoked calcium signal inhibitors, parental CHO, primary screen, counter-screen for OX1R antagonist project, cell-based, fluorescence, Fluo-8 calcium dye | parental CHO-K1, ATP-induced calcium, Fluo-8 fluorescence | inhibition, % at 5.6 µM | 330,000 compounds, 0.63% hits;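 active = inhibition above that plate's mean sample inhibition plus 3 SD, cut at about 26% in these data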;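 note: 0% = ATP-challenged DMSO wells and 100% = DMSO wells without ATP; some compounds past the cut are filed as inactive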
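Test system: untransfected parental CHO cell line. Compound: one dose, 5.6 µM nominal. Detection: intracellular calcium via Fluo-8 no-wash fluorescent dye. Measure: % inhibition. Benchmarks: ATP-challenged DMSO wells low, unchallenged DMSO wells high.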
TAAR1 agonist: human TAAR1 agonists, primary screen, Fluo-8 calcium fluorescence, CHO RD-HGA16 cells; Trace amine-associated receptor 1 (Homo sapiens), Q96RJ0; vehicle wells 0%, saturating PEA agonist 100%; activation, % at 3 µM; 360,000 compounds, 0.99% hits;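 active = activation above the mean activation of all test compounds in the run plus 3 SD, cut at about 38% in these data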
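Benchmarks: low control DMSO, high control PEA (EC100); System: CHO RD-HGA16 cells carrying human TAAR1 plus Gα16; Detection: Fluo-8 fluorescence, 5 s baseline then 140 s kinetic read; Schedule: 17-24 h plating, Fluo-8 75 min 37 °C, 30 min RT; Read-out basis: % activation from peak over basal fluorescence ratio, DMSO-to-PEA scaled.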
CHRM1 antagonist: human M1 muscarinic receptor antagonists, primary screen, CHO-K1 cells, Fluo-8 calcium fluorescence, 1536-well | Muscarinic acetylcholine receptor M1 (Homo sapiens), P11229 | CHO-K1 hM1, ACh EC80 antagonist | inhibition, % at 3 µM | 360,000 compounds, 1.3% hits;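 active = percent inhibition above its own plate's cutoff, namely the mean of that plate's compound wells plus 3 SD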;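 note: peak over basal fluorescence ratio during 140 s after agonist addition; 0% = ACh EC80 plus DMSO and 100% = DMSO alone without agonist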
OXTR potentiator: human OXTR potentiators, primary screen, fluorescence, CHO-OTR cells, Fluo-8 calcium. Oxytocin receptor (Homo sapiens), P30559. Fluo-8 calcium fluorescence, potentiator mode; 0% = oxytocin EC15, 100% = EC100. activation, % at 3 µM. 320,000 compounds, 0.061% hits. AID 2445, 2010;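 active = activation above that plate's cutoff, the mean activation of tested compounds plus 3 SD, cut at about 6.6% in these data, passing the limit was not always enough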;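 note: 100% uses oxytocin at 75 nM as the full agonist control; some results filed as inactive read as strong as hits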
Target sequence (P30559 whole entry, looked up): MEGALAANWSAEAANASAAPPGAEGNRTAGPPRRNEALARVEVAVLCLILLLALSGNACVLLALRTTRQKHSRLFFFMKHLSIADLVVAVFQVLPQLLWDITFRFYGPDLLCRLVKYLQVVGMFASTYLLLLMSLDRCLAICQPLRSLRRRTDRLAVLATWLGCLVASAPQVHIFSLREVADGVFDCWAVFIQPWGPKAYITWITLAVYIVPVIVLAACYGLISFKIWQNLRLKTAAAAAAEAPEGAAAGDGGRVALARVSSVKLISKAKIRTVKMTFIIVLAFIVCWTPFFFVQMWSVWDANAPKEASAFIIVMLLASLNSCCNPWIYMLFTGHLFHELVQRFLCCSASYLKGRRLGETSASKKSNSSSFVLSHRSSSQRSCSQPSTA
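Assay system: CHO-OTR cells, human receptor / Also added: oxytocin at about EC15, sub-maximal agonist stimulus / Dosing: single dose, 3.0 µM nominal final compound concentration / Incubation: 6 min pre-incubation, 100 s read / Technique: Fluo-8 calcium dye fluorescence / Read-out: % activation vs EC15 and EC100 oxytocin / Benchmarks: EC15 oxytocin low, 75 nM oxytocin high / Replicates: singlicate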
Starred values were filed as active, the others as inactive; nt = no result given; & = joins results of further samples. An unsorted share of the library (roughly 4.2% active in at least one column).

molecule,M1 PAM parental,M1 ag,CHRM1 antagonist,TAAR1 antagonist,TAAR1 agonist,OXTR potentiator,CHO parental Ca,M1 ag parental,CHO-K1 Ca antag
Cc1ccnc2nc(C(=O)OCC(=O)N(Cc3ccccc3)C(C)(C)C)nn12,10,-1,8,-4,-1,-1,-15,-0.3,-10
O=C(Cn1ccc([N+](=O)[O-])n1)NCCc1c[nH]c2ccccc12,21,-4,-8,-11,3,-2,-19,1.5,-15
Cc1ccc2[nH]c(C(=O)O)c(NC(=O)[C@@H]3C[C@@H]3c3ccccc3)c2c1,-3,-3,3,-46,1,-3,6,-0.2,-2
COc1ccc(NC(=O)C(Cc2ccccc2)n2cccc2)cc1OC (configuration not stated),17,-2,-9,-11,1,-11,-11,3.0,-11
C=CCN(c1ccc(C(=O)Nc2ccc(C)cc2)cc1)S(C)(=O)=O,-8,-5,3,-3,0,-3,1,0.4,4
COc1ccc(NC(=S)NC(NC(=O)C(C)C)C(Cl)(Cl)Cl)c([N+](=O)[O-])c1 (configuration not stated),8,4,-6,-8,4,-14,-25,0.8,13
Cc1ccnc(NS(=O)(=O)c2ccc(NC(=O)c3ccc(Cl)cc3[N+](=O)[O-])cc2)n1,13,-1,-6,-8,7,nt,nt,0.5,-10
CCC(C)n1c(=S)[nH]c2ccccc2c1=O (configuration not stated),25,-13,-8,16,11,6,-8,2.5,-8
COc1ccc(Cl)cc1NC(=O)C/C(C)=N/NC(=O)CCc1ccccc1,13,-3,-8,2,0,-8,-11,0.0,-12
COC(=O)[C@]1(Cc2ccccc2)N[C@H](CN(C)C(=O)Nc2ccc(Cl)cc2)[C@@H]2C(=O)N(Cc3ccccc3)C(=O)[C@@H]21,10,2,-6,19,8,-3,-10,2.4,-10
CCc1ccc2[nH]c3nc(N/N=C/c4cccc(O)c4)nnc3c2c1,1,1,0,4,9,-4,2,1.2,-10
COC(=O)c1ccc2c(=O)[nH]c(COC(=O)c3[nH]c(C)c(C(C)=O)c3C)nc2c1,15,-2,3,10,8,1,-16,0.5,-1
CCOC(=O)C1CCCCN1Cc1ccc(C(F)(F)F)cc1 (configuration not stated),-4,-3,-3,-11,3,-14,-3,0.2,6
Cc1ccc(CNC(=O)CCc2ccc(S(=O)(=O)NCC(C)C)cc2)cc1,17,-3,-2,2,3,-10,-16,3.2,-19
CC1=NN(c2ccccc2)C(=O)C1N=Nc1ccc(S(N)(=O)=O)cc1 (configuration not stated),-2,-3,5,-23,1,0,-11,0.8,-5
Cc1cccc(C(=O)N=c2c(C#N)cc3c(=O)n4cccc(C)c4nc3n2Cc2ccco2)c1,10&7,-8&-6,-22&-3,-3&-11,0&2,-13,-16,-0.3&0.1,-16&2
COc1ccc2[nH]c3c(c2c1)CCN1C(=O)C(CC(=O)NCc2ccco2)C[C@H](C(=O)N2CCOCC2)[C@@]31C (some centres not stated),10,-3,-8,-41,0,nt,-9,0.3,-4
Cc1ccc(Cn2ncc3c(N4CCN(CCc5ccccc5)CC4)ncnc32)cc1,15,-2,3,-6,0,-7,-12,2.6,-6
COc1ccc(CCN(C)C(=O)C2CCCN(Cc3ccc(OC)c(OC)c3)C2)cc1OC (configuration not stated),18&21,-5&-12,-7&-3,-1,5,-7&-8,-24&-6,0.7&0.2,-22&-7
COc1cc(/C=N/O)ccc1OCc1ccc(Cl)cc1,nt,nt,nt,6,1,1,-8,nt,nt
Cc1ccc(NC(=O)Cn2ncc(Cl)c(Cl)c2=O)cc1S(=O)(=O)N1CCCCC1,1,-2,-4,-15,-1,-4,15,-0.9,-11
Cc1cccc(C(=O)NCCC(=O)NCc2ccccc2F)c1,11,-5,1,3,13,-4,-14,-0.2,-6
CCc1ccc2nc(NC(=O)CCCc3cccs3)sc2c1,3,-2,-9,6,16,-14,-22,0.1,-1
Cc1ccc(SCC(=O)NNC(=O)c2ccc(S(C)(=O)=O)cc2)cc1,18,-1,-9,-23,5,3,-6,0.5,-9
COc1ccc(NC(=O)CCCCC(=O)Nc2ccc(OC)cc2OC)c(OC)c1,15,-5,-1,-15,-1,-6,-22,0.6,-13

Quoted from the entries so far, four compounds:
molecule,M1 PAM parental,M1 ag,CHRM1 antagonist,TAAR1 antagonist,TAAR1 agonist,OXTR potentiator,CHO parental Ca,M1 ag parental,CHO-K1 Ca antag
Cc1cccc(C(=O)NCCC(=O)NCc2ccccc2F)c1,11,-5,1,3,13,-4,-14,-0.2,-6
CCc1ccc2nc(NC(=O)CCCc3cccs3)sc2c1,3,-2,-9,6,16,-14,-22,0.1,-1
Cc1ccc(SCC(=O)NNC(=O)c2ccc(S(C)(=O)=O)cc2)cc1,18,-1,-9,-23,5,3,-6,0.5,-9
COc1ccc(NC(=O)CCCCC(=O)Nc2ccc(OC)cc2OC)c(OC)c1,15,-5,-1,-15,-1,-6,-22,0.6,-13

Back to the main list; the 2 compounds before the break are reprinted first.
molecule,M1 PAM parental,M1 ag,CHRM1 antagonist,TAAR1 antagonist,TAAR1 agonist,OXTR potentiator,CHO parental Ca,M1 ag parental,CHO-K1 Ca antag
Cc1ccc(SCC(=O)NNC(=O)c2ccc(S(C)(=O)=O)cc2)cc1,18,-1,-9,-23,5,3,-6,0.5,-9
COc1ccc(NC(=O)CCCCC(=O)Nc2ccc(OC)cc2OC)c(OC)c1,15,-5,-1,-15,-1,-6,-22,0.6,-13
Cc1cc(C)c(NC(=O)COC(=O)C2CCCCC2)c(C)c1,4,-6,0,6,3,-10,-12,0.0,-4
O=C(CSc1nncs1)Nc1cc(-c2ccccc2)nn1-c1ccccc1,7,0,1,34,13,-1,-20,5.4,-3
CCCn1c(=O)c(C(=O)NCc2cccnc2)c(O)c2ccccc21,-1,-3,-7,0,10,-3,-13,-0.1,-8
CCCn1c(SCC(=O)c2cc(OC)ccc2OC)nc2c1c(=O)n(C)c(=O)n2C,9,-4,-2,-7,11,nt,nt,0.0,5
C=CC[C@@H](CC(=O)N[C@H](CO)Cc1ccccc1)C(=O)N[C@H](COC(=O)[C@@H](CC=C)CC(=O)OC(C)(C)C)Cc1ccccc1,10,-6,-1,22,10,-9,-19,0.8,-15
CN1CCC(N(C)S(=O)(=O)c2ccc(NC(=O)COc3cccc(C(F)(F)F)c3)cc2)CC1,-17,-5,30,5,7,-3,-5,2.2,-2
CCCCC[C@@H](C)N1C[C@@H](COCc2ccccc2)Oc2cc(N3CC[C@H](O)C3)ccc2S1(=O)=O,-9,nt,nt,5,-1,nt,nt,0.2,-1
COc1ccc(OCC(=O)Nc2ccc(C)cc2)cc1,6,-6,-8,6,8,5,-6,-0.3,-8
O=C(NCc1ccco1)C(Cc1ccccc1)NS(=O)(=O)c1cccc2nsnc12 (configuration not stated),17,-2,-11,-15,7,-12,-21,0.0,-8
CCCc1ccc(OCc2ccc(C(=O)N3CCSCC3)o2)cc1,11,-6,1,-4,1,-11,-28,1.3,-15
CC(CCc1ccccc1)NC(=O)COc1cc(F)ccc1[N+](=O)[O-] (configuration not stated),3,-6,-2,-23,1,-12,-12,4.1,-21
Cc1cc(SCC(=O)c2ccc3c(c2)OCO3)nc2ccccc12,22,-4,-3,-4,6,-4,-21,-0.2,-50
O=C(CC(=O)NC1CCCCC1)N/N=C/c1ccc(Cl)cc1,11,0,5,9,20,6,4,0.1,1
O=C(COC(=O)c1ccc2ncsc2c1)Nc1ccccc1Cl,-11,-1,18,12,4,-4,-14,3.5,13
NS(=O)(=O)c1cccc(NC(=O)COC(=O)c2ccccc2SCC(=O)N2CCCC2)c1,-10,4,-6,13,1,0,-9,-0.5,2
COCCCNC(=O)COc1ccc2oc3c(c2c1)CCCC3,23,-6,-4,4,-1,0,-10,2.1,-5
Cc1ccc(CN2CCSCC2)cc1,5,-5,-23,-1,-1,0,5,0.0,14
O=C(CCNC(=O)N1CC(=O)Nc2ccccc21)NCc1ccccc1,5,-4,-8,-11,5,nt,nt,0.1,2
O=C(Nc1ccc2nc(-c3ccco3)c(-c3ccco3)nc2c1)N1CCN(c2ccccn2)CC1,-9,-5,10,15,7,-5,-27,3.7,7
COc1cc(OC)c(NC(=O)c2ccco2)cc1Cl,3,-5,-1,9,-1,-3,-17,-0.6,4
CC1(C(=O)NS(=O)(=O)c2ccc3c(c2)CCO3)CCN1C(=O)CCc1ccc(Cl)cc1Cl (configuration not stated),5,-4,-10,-23,1,nt,nt,0.2,-4
Cc1cc(Oc2ccc(=O)n(C)n2)nc(SCCOc2ccccc2)n1,18,-2,-15,-27,5,0,-21,3.3,-10
O=C(Nc1ccc(F)c(Cl)c1)c1ccc2sc([C@H]3C[C@H](O)[C@@H](CO)O3)nc2c1,3,-2,1,10,4,nt,nt,1.8,-4
COc1ccccc1C(=O)NC(=O)COC(=O)c1ccc(C)o1,11,-2,-10,-5,0,-3,-2,2.2,3
CCN(Cc1ccccc1)C1CCN(Cc2ccccc2)CC1,6,-9,2,nt,nt,-15,-16,0.1,-5
O=C(NN=Cc1ccccc1)NN=Cc1ccccc1,7,0,-11,10,31,nt,nt,0.2,-6
COc1ccccc1-c1cnc(C(O)c2ccc(Cl)c(Cl)c2)[nH]1 (configuration not stated),0,1,-2,-25,7,nt,nt,1.5,4
CCOC(=O)C1=C(C)N(c2ccc(C)cc2)C(=O)/C1=C\c1ccc(O)c(OC)c1,30,-7,1,-6,3,-4,-26,1.7,-13
COc1cccc(OC)c1OCCCN1CCOCC1,5,-5,-11,-2,5,-4,1,0.8,-2
